RGS4 inhibitor: human RGS4 inhibition. actives 0.039% (n = 390,000). Transcreener GDP fluorescence polarization, RGS4-accelerated GTP hydrolysis. Potency, µM (highest dose often 114 µM), for the others: at the highest dose activity change, negative = inhibition, actives largely listed as inhibitors. AID 504845; further: on the % scale 0 is the no-effect control and ±100 the full control effect; nearly all actives have a fitted effect of over 75% in size; some results filed as inactive show a strong effect at the top dose
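MLSMR compounds (23 nl, pin-transferred) preincubated 10 min at room temperature with a 500nM (2x) first reagent, then RGS4 at 900nM (2x) plus Transcreener GDP mix added; fluorescence polarization (620/688 nm) read before and after 90 min at 30 °C.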
USP1 inh: inhibitors of human USP1/UAF1 deubiquitinase; Potency, µM (top dose mostly 57.1 µM), inactives show at the highest dose activity change, negative = inhibition, usual class: inhibitors; actives 0.23% (n = 390,000); AID 743255; recombinant USP1/UAF1, Ub-Rhodamine cleavage fluorescence; O94782; further: on the % scale 0 is the no-effect control and ±100 the full control effect; nearly all actives have a fitted effect of over 60% in size; inactives centre near -12
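USP1/UAF1 complex at 1 nM was preincubated with compound for 15 min at room temperature, then Ub-Rho substrate (150nM final) was added. Fluorescence (480/540 nm) was read kinetically, 6 reads every 60 seconds.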
RXFP1 agonist: agonists of human relaxin receptor RXFP1; Q9HBX9; HEK293T-RXFP1 cAMP TR-FRET, 30 min; response scale: percent of porcine relaxin response, buffer zero; Potency, µM (series often up to 57.5 µM), without a hit: top-dose activation, actives largely listed as activators; actives 0.3% (n = 370,000); further: on the % scale 0 is the no-effect control and ±100 the full control effect; nearly all actives have a fitted effect of over 60% in size; many of its hits are not listed in these tables
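HEK293T cells stably expressing RXFP1 were pretreated with the PDE4 inhibitor Ro 20174, exposed to compounds for 30 min at 37C, lysed, and cAMP was read by TR-FRET. Data normalized to buffer (basal) and 29 nM porcine relaxin (100%).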
TrxR1 substrate: rat thioredoxin reductase 1 substrate activity | O89049 | purified TrxR1 substrate turnover, NADPH consumption readout | Potency, µM (series often up to 114 µM), for inactives: at the highest dose activity change, negative = substrate turnover | actives 0.01% (n = 390,000) | AID 588456; further: on the % scale 0 is the no-effect control and ±100 the full control effect; nearly all actives have a fitted effect of over 50% in size
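Rat TrxR1, dispensed at 90 nM, was prereduced with 400 uM NADPH (final) for 5 min at ~22 deg C, then incubated with compound 15 min before 400 uM selenite. A first-read NADPH fluorescence drop versus no-compound background flagged substrates.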
rTrxR1 inhibitor: inhibitors of rat thioredoxin reductase 1 | O89049 | recombinant rTrxR1, NADPH fluorescence consumption, selenite substrate | Potency, µM (titrated, usually from 114 µM), for inactives: top-dose activity change, negative = inhibition, usual class: inhibitors | actives 1% (n = 390,000) | AID 588453; further: on the % scale 0 is the no-effect control and ±100 the full control effect; nearly all actives have a fitted effect of over 65% in size
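Rat TrxR1 (90 nM in the dispensed reagent) was pre-reduced with 400 uM NADPH for 5 min at room temperature, then incubated with compound for 15 min. After 400 uM selenite was added, NADPH fluorescence (Ex 340/Em 450 nm) was followed for 8 min.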
Vif-A3G inh: blocks the Vif interaction with human APOBEC3G. Q9HC16. HeLa A3G-eYFP + Vif (tagged APOBEC3G with the HIV-1 protein that degrades it), YFP fluorescence, overnight. Potency, µM (doses to about 46.1 µM), for inactives: at the top dose activity, negative = active, hits mostly inhibitors. actives 0.076% (n = 410,000);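 further: on the % scale 0 is the no-effect control and ±100 the full control effect; nearly all actives have a fitted effect of over 60% in size; hits raise eYFP signal because A3G escapes Vif-driven loss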
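Read-out is eYFP fluorescence (Ex 488/Em 500-530) from Vif-expressing HeLa A3G-eYFP cells; more signal means A3G escaped Vif-mediated degradation. Cells plated overnight, compound pinned in, incubated overnight at 37 deg C.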
ALOX12 inh: inhibitors of human 12S-lipoxygenase ALOX12; purified 12hLO, xylenol orange hydroperoxide absorbance; AID 1671190; actives 1.1% (n = 580,000); P18054; Potency, µM (highest dose often 108 µM), for inactives: top-dose activity change, negative = inhibition, most hits filed as inhibitors; further: on the % scale 0 is the no-effect control and ±100 the full control effect
Target sequence (P18054 whole entry, looked up): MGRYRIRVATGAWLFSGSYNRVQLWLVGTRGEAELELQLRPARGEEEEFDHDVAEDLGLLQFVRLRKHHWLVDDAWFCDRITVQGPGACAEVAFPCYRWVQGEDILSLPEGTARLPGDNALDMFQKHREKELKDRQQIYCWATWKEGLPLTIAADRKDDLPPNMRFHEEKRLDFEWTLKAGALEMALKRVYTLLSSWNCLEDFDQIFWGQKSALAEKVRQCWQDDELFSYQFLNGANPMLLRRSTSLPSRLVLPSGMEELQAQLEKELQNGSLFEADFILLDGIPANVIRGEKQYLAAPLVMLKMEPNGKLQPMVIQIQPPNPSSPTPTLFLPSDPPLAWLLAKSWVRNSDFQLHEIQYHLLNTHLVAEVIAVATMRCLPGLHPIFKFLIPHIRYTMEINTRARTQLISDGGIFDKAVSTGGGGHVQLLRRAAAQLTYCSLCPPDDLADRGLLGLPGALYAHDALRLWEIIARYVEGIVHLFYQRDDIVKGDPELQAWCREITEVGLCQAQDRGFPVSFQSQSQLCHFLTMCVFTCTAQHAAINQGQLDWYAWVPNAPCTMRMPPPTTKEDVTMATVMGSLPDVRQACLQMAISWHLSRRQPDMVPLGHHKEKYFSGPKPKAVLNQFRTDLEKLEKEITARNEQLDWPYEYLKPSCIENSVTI
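Purified human 12hLO (150 nM final) in 25 mM Hepes, 0.01% Triton X-100, pH 7.0 was preincubated 15 min at room temperature with compound. Then 40 uM arachidonic acid was added, 30 min. Hydroperoxide was read by Fe-XO absorbance ratio 573/405 nm.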
Vif-A3F inh: Vif-A3F binding inhibition; HeLa A3F-eYFP + Vif (tagged APOBEC3F with the HIV-1 protein that degrades it), YFP fluorescence increase; Potency, µM (series often up to 46.1 µM), inactives show top-dose activity, negative = active; actives 0.2% (n = 390,000); further: % of control where 0% means no effect; nearly all actives have a fitted effect of over 65% in size
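HeLa cells stably expressing Vif plus C-terminally eYFP-tagged A3F were seeded, incubated overnight at 37 deg C, dosed with compound, incubated overnight again at 37 deg C. Yellow fluorescence (Ex 488/Em 500-530) reported blocked Vif-mediated A3F-eYFP degradation.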
mIDH1 inhibitor: inhibitors of human mutant IDH1 R132H | O75874 | IDH1-R132H enzyme, NADPH consumption, diaphorase/resazurin fluorescence | Potency, µM (top dose mostly 76.6 µM), without a hit: top-dose activity change, negative = inhibition, actives largely listed as inhibitors | actives 0.093% (n = 390,000); further: on the % scale 0 is the no-effect control and ±100 the full control effect; nearly all actives have a fitted effect of over 65% in size
Target sequence (O75874 whole entry R132H, stated change not applied): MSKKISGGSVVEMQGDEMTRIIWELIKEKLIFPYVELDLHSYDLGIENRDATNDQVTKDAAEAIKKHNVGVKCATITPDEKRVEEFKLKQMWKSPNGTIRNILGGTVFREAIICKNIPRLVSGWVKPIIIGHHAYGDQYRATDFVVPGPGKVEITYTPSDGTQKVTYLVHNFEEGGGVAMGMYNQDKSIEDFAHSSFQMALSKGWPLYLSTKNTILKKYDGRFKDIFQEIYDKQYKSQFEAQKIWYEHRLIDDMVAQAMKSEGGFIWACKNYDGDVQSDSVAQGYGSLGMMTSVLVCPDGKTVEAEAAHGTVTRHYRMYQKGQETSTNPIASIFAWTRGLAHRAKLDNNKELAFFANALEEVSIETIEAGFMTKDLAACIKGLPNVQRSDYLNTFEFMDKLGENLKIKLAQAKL
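IDH1-R132H (0.5 ug/mL dispensed) in pH 7.5 Tris buffer was preincubated 30 min with compound, then given a substrate mix of 0.016 mM NADPH and 2 mM alpha-KG for 80 min at room temperature; remaining NADPH was read by diaphorase/resazurin fluorescence.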
Numbers without * were called inactive; ? = inconclusive; . = no result given; [ ] = another dose, or the depositor's remark. The call rests on the fitted dose curve; in most records, active means well fitted curve in the direction sought with a large enough effect; inconclusive means small, poorly fitted or top-dose-only effect, or another doubt; inactive means no such curve, though single readings can be large; an effect the other way counts as inactive or inconclusive. Potency means the concentration at half of the fitted maximal effect. Some of the compounds tested, so the mix of outcomes need not match the whole.

SMILES	RGS4 inhibitor	USP1 inh	RXFP1 agonist	TrxR1 substrate	rTrxR1 inhibitor	Vif-A3G inh	ALOX12 inh	Vif-A3F inh	mIDH1 inhibitor
O=C(Nc1ccc(Cl)cc1)NC1CCCCC1Cc1ccco1 (stereo not given)	-6%[11.4 µM]	-23%	-0.1%	0%	7%	-14%	?	-7%	1%
CN(Cc1ccccc1)S(=O)(=O)c1ccc(NC(=S)NC(=O)C2CCCCC2)cc1	7%	-26%	0.9%	4%[57.1 µM]	17%[57.1 µM]	-16%	18µM*	7%	5%
NC(=O)c1cc(S(=O)(=O)N2CCCC2)ccc1OCCOc1ccccc1	-39%	-28%	-1.9%	1%	6%	-12%	-9%	6%	-5%
O=c1[nH][nH]cc1C=Nc1ccc(Cl)cc1	-33%	-2%	2.2%	-18%[57.1 µM]	5%[57.1 µM]	7%	-1%	6%	10%
O=c1cc(N2CCN(c3ccccc3Cl)CC2)[nH]c(=O)n1Cc1ccc(F)cc1	2%	-2%	1.3%	-3%	9%	?	12%	5%	-3%
COc1ccc(CNc2ccc(N3CCN(C(C)=O)CC3)cc2)cc1OC	-19%	.	.	5%[57.1 µM]	-1%[57.1 µM]	1%	?	-1%	.
COc1ccc(CNC(=O)c2ccc3c(c2)CCN3S(=O)(=O)c2ccccc2)cc1	7%	-25%	1.4%	1%	12%	-5%	1%	0%	-14%
Cc1ccc(O)c(Nc2nc(-c3ccccc3)nc3ccccc23)c1	0%	-7%	0.4%	7%[57.1 µM]	14%[57.1 µM]	-2%	?	11%	4%
Cc1cc(=O)oc2c1c(C)nn2-c1nn[nH]n1	-105%[56.9 µM]	-17%	0.7%	2%	6%	-7%	?	-23%	1%
COc1cccc(NC(=O)Nc2cc(C(=O)O)ccc2N2CC3CC(C2)c2cccc(=O)n2C3)c1 (stereo not given)	11%	-20%	1.9%	-17%	-31%	2%	-2%	4%	1%
CCOCCc1nn2c(=O)cc(COC(=O)c3cccs3)nc2s1	-34%	8%	8.1%	3%[57.1 µM]	4%[57.1 µM]	2%	-11%	-3%	-14%
Cc1ccc(S(=O)(=O)NC(C)C(=O)NCc2ccc(Cl)cc2)cc1 (stereo not given)	20%	-6%	.	3%	14%	1%	?	9%	-2%
CCC(C)Sc1nnc(CNC(=O)C23CC4CC(CC(C4)C2)C3)n1C1CCCCC1 (stereo not given)	12%	-3%	-1.2%	-12%	-15%	-2%	10%	-18%	1%
CC(=O)OCC1=C(C(=O)O)N2C(=O)[C@@H](NC(=O)Cc3cccs3)[C@H]2SC1	?	16%	1.3%	7%[57.1 µM]	?	-3%	?	-7%	-6%
O=C(NCc1cccs1)C1CCN(S(=O)(=O)c2ccc3c(c2)OCCO3)CC1	1%	-10%	0.1%	9%	25%	3%	-1%	-7%	-5%

Structures above that have a thiophene ring, fused or not, in the order listed:
SMILES	RGS4 inhibitor	USP1 inh	RXFP1 agonist	TrxR1 substrate	rTrxR1 inhibitor	Vif-A3G inh	ALOX12 inh	Vif-A3F inh	mIDH1 inhibitor
CCOCCc1nn2c(=O)cc(COC(=O)c3cccs3)nc2s1	-34%	8%	8.1%	3%[57.1 µM]	4%[57.1 µM]	2%	-11%	-3%	-14%
CC(=O)OCC1=C(C(=O)O)N2C(=O)[C@@H](NC(=O)Cc3cccs3)[C@H]2SC1	?	16%	1.3%	7%[57.1 µM]	?	-3%	?	-7%	-6%
O=C(NCc1cccs1)C1CCN(S(=O)(=O)c2ccc3c(c2)OCCO3)CC1	1%	-10%	0.1%	9%	25%	3%	-1%	-7%	-5%

(cont.)
SMILES	RGS4 inhibitor	USP1 inh	RXFP1 agonist	TrxR1 substrate	rTrxR1 inhibitor	Vif-A3G inh	ALOX12 inh	Vif-A3F inh	mIDH1 inhibitor
CCOC(=O)CCCOC(=O)c1ccc(S(=O)(=O)N(C)C)cc1	-40%[56.9 µM]	-12%	-2.0%	1%	19%	1%	3%	-9%	0%
CCCCNC(=S)NNC(=O)c1csc(C(C)C)c1	-13%	-1%	0.9%	3%	11%	-6%	-7%	-6%	5%
[2H]c1c([2H])c([2H])c(-c2nc(N3CCCCCC3)sc2C(=O)c2ccccc2)c([2H])c1[2H]	21%	-18%	8.3%	5%[57.1 µM]	8%[57.1 µM]	-2%	-11%	-4%	0%
Cc1csc(NC(=O)CNC(=O)OCc2ccccc2)n1	?	-14%	0.2%	6%	18%	0%	0%	-6%	4%
COc1ccc(N2CCN(C(=O)Cc3ccc(Cl)cc3)CC2)cc1	-22%	-23%	1.4%	5%[57.1 µM]	8%[57.1 µM]	-4%	?	-8%	5%
COc1ccc(/C=C2\CCn3c2nc2ccccc2c3=O)cc1OC	36%	-10%	0.6%	-2%	9%	-2%	.	9%	-5%
CC(C)(C)c1cc(N)n(-c2ccc(C(=O)O)cc2)n1	?	-9%	-0.2%	9%[57.1 µM]	21%[57.1 µM]	2%	-4%	-13%	-1%
CCC(CO)Oc1cc(NCc2ccc(C(=O)O)cc2)c2ncn(C(C)C)c2c1 (stereo not given)	41%	-11%	.	-12%	-12%	0%	-5%	4%	?
Cc1ccc(NC(=O)c2cc(S(=O)(=O)N3CCCCC3)c[nH]2)cc1C	7%	-26%	-0.8%	16%	24%	2%	-5%[57.4 µM]	-7%	-7%
Cc1nc2ccc([N+](=O)[O-])cc2c(=O)n1Cc1ccc(Br)cc1	19%	-28%	0.9%	3%	19%	1%	-23%	?	-2%
COc1ccc(CN(C)C(=O)c2cnc(OC)cc2C(F)(F)F)c(OC)c1	-12%	-3%	0.9%	2%	16%	5%	14%	1%	0%
O=C(NCCCc1ccccc1)c1cccs1	17%	-12%	-0.6%	9%[2.29 µM]	8%[2.29 µM]	0%	-3%	-1%	-3%
CCCCc1n[nH]c2c1/C(=N/O)CC(C)(C)C2	-25%	-5%	0.9%	-9%	-16%	3%	?	-4%	1%
CCCOC(=O)Cc1n[nH]c(=O)[nH]c1=O	-12%[11.4 µM]	-10%	-1.0%	6%[57.1 µM]	9%[57.1 µM]	2%	68%[activator]	1%	-2%
Cn1c(CCN2CCCC2)nc2cc(NS(=O)(=O)c3ccc(F)cc3)ccc21	.	-19%	.	.	.	?	2%	0%	1%
COc1ccc(S(=O)(=O)NCc2ccco2)cc1N(C)S(=O)(=O)c1ccccc1	-16%	-16%	1.5%	4%[57.1 µM]	24%[57.1 µM]	-1%	-9%	2%	-4%
COc1ccc(S(=O)(=O)N2CCOCC2)cc1NC(=O)CCc1cc(OC)c(OC)c(OC)c1	9%	-12%	2.0%	-3%	15%	0%	-33%	1%	-16%
O=C(CC(=O)N/N=C/c1ccc(Cl)cc1Cl)NCc1ccccc1	28%	-12%	3.9%	-3%	13%	0%	5%	-6%	6%
N#CC1(Cc2ccccc2)c2ccccc2C=CN1C(=O)c1ccccc1 (stereo not given)	-14%	-18%	2.0%	5%	9%	-3%	-4%	.	1%
Cc1nnc(-c2cnn(C)c2N)n1CCCN(C)C	-9%	-14%	2.5%	-5%	4%	5%	5%	5%	1%
COc1ccc(C2=CSC3=C(C(=O)c4cccc(S(=O)(=O)N(C)C)c4)CCN23)cc1	-24%	-19%	0.5%	-5%	?	-2%	?	1%	-21%
Cc1cccc(C)c1OCc1cc(C(=O)NCc2cn(C)nc2C)no1	-2%	-13%	0.7%	0%	-3%	-5%	-20%	-5%	4%
C/C(=N\NC(=O)c1ccc2c(c1)OCO2)c1cccnc1	8%	-20%	0.3%	1%	22%	-18%	-27%	-10%	2%
Cc1cc(C)cc(NC(=O)CSCc2cc(=O)c3cc(Cl)ccc3[nH]2)c1	-8%	-26%	1.0%	2%[57.1 µM]	29%[57.1 µM]	1%	-21%	2%	6%
COc1ccc(NC(=S)N2CCC(c3nc4ccccc4o3)CC2)c(OC)c1	-15%	-16%	-3.3%	7%[57.1 µM]	-8%	-2%	-6%	8%	-4%
COC(=O)c1ccccc1NC(=S)N(Cc1ccc2c(c1)OCO2)Cc1cc2cccc(C)c2[nH]c1=O	-4%	-10%	-1.9%	-8%	-17%	1%	-18%	-13%	7%
CCc1nnc(NC(=O)[C@@H](NC(=O)c2cc(OC)cc(OC)c2)C(C)C)s1	-6%	-1%	0.2%	-1%	12%	-1%	-8%	0%	2%
CCNS(=O)(=O)c1ccc(CCC(=O)Nc2ccc3c(c2)OCCO3)cc1	10%	-22%	0.0%	1%	15%	2%	1%	-11%	-1%
CCCN(CC(=O)Nc1ccc(F)c(F)c1F)C(=O)C1CC(=O)N(Cc2ccccc2)C1 (stereo not given)	-41%	-8%	1.8%	-6%	-9%	3%	?	4%	9%
COc1ccc(C2C(=O)N(C3CCCCCC3)CC(=O)N2Cc2ccccc2)cc1 (stereo not given)	1%	10%	3.3%	-7%[57.1 µM]	5%[57.1 µM]	-1%	?	1%	0%
CCN1C[C@@H]2[C@@H]3C(=O)N(Cc4ccccc4)C(=O)[C@@H]3[C@](CC)(C1=O)N2C(=O)c1ccc(Br)cc1	5%	7%	.	-1%[57.1 µM]	-17%[57.1 µM]	2%	?	-3%	-5%
Cc1csc(C(C#N)C(=O)c2cc3ccccc3o2)n1 (stereo not given)	-33%	-18%	-0.2%	-5%	-4%	-1%	-28%	0%	8%

Screening results (PubChem BioAssay)
